LEDGF integ inh = blocks HIV-1 LEDGF/p75-dependent DNA integration. TR-FRET IN-LEDGF/p75 DNA integration, Eu/Cy5. inhibition, % at 3.7 µM. 370,000 tested, 0.64% active;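 active = inhibition above the screen-wide mean plus 3 SD, cut at about 13% in these data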;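 note: signal is the Cy5 over europium emission ratio at 671 and 618 nm; 0% = plate median of compound wells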
HTRA1 inh = blocks human HTRA1 serine peptidase. Q92743. recombinant HTRA1, FP-rhodamine activity-based probe, fluorescence polarization. inhibition, % at 5.96 µM. 340,000 tested, 0.5% active; in the data active = inhibition above about 36%;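 note: 0% = enzyme with DMSO and 100% = wells lacking enzyme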
PG9 Ab binder = binds the HIV-1 gp120 antibody PG9; TR-FRET gp120-PG9 antibody binding; inhibition, % at 6.7 µM; 360,000 tested, 0.43% active; AID 624416; in the data active = inhibition above about 8.5%
mABHD4 FP = inhibitors of mouse ABHD4; purified mABHD4, FP-Rh probe fluorescence polarization; AID 720543; Q8VD66; inhibition, % at 8.92 µM; 370,000 tested, 0.54% active;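 active = inhibition exceeding the mean over every tested compound plus 3 SD, cut at about 30% in these data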;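 note: 0% = plate median of compound wells and 100% = S159A mutant with DMSO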
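Assay system: wild-type mouse ABHD4 protein; compound: single nominal dose of 8.92 µM, 0.89% DMSO final; schedule: 45 min + 60 min at 25 °C; measured by: FP readout, ex 525 nm / em 598 nm; evaluation: % inhibition of FP-Rh probe binding versus controls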
Rev-erbA mod = Rev-erb alpha (human) modulation; P20393; Rev-erbα–FITC-DNA binding, fluorescence polarization, 90 min; activity, % at 10 µM; 370,000 tested, 0.79% active; AID 1259318;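 active = activity above about 14%, limit read from the data; passing the limit was not always enough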;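 note: 0% = DMSO wells with 35 nM protein and 100% = DMSO wells with 750 nM protein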
Target sequence (P20393 whole entry, looked up): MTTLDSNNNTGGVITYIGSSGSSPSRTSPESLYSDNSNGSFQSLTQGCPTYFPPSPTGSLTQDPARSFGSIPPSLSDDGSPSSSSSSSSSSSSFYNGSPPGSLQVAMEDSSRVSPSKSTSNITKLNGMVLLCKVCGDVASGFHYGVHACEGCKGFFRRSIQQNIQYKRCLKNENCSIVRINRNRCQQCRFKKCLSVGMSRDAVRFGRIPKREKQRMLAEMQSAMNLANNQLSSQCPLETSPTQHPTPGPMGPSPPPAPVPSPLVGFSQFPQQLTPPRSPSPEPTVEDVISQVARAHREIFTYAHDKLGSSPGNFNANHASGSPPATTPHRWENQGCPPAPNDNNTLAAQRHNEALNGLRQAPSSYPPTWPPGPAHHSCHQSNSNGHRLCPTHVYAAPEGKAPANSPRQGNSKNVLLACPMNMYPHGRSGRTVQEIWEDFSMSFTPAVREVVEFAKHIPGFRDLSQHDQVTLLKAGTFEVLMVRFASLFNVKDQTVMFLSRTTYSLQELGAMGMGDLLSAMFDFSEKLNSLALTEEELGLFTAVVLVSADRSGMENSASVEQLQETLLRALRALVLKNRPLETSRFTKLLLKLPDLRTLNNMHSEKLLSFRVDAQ
PRMT1 inh = blocks human protein arginine methyltransferase 1. Q99873. recombinant PRMT1, activity-based probe fluorescence polarization. inhibition, % at 2.79 µM. 370,000 tested, 1.3% active. AID 652257;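 active = inhibition above about 21% made by adding two undisclosed values, limit read from the data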
TCR CD3 inh = blocks the human TCR-CD3 interaction; TAMRA-labeled TCR probe fluorescence, biochemical; inhibition, % at 9.4 µM; 360,000 tested, 0.37% active; in the data active = inhibition above about 19%;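 note: recombinant mutant TCR 2C K166C tagged with TAMRA read by polarization; 0% = receptor in buffer alone and 100% = receptor with positive control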
SIAE inh = inhibitors of human sialic acid acetylesterase SIAE. Q9HAT2. SIAE FP-Rh probe binding, fluorescence polarization. inhibition, % at 9.66 µM. 370,000 tested, 0.69% active. AID 1053197;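 active = inhibition above a cutoff: mean of compounds within the control limits plus 3 SD of those, cut at about 17% in these data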;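 note: 0% = plate median of compound wells and 100% = probe without SIAE protein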
rCAG binder = r(CAG) repeat RNA binding; TO-PRO-1 dye displacement fluorescence; inhibition, % at 3 µM; 370,000 tested, 1.3% active; AID 651821;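 active = inhibition above the plate cutoff, the mean of all test compounds on that plate plus 3 SD, cut at about 35% in these data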;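 note: 0% = DMSO alone and 100% = 100 µM mitoxantrone as full dye displacement; higher means more dye released from RNA so lower well fluorescence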
TDP2 absorb = TDP2 (human) inhibition, absorbance primary screen; O95551; recombinant TDP2, T5PNP hydrolysis, p-nitrophenol absorbance 415 nm; inhibition, % at 12.8 µM; 370,000 tested, 0.34% active;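 active = inhibition above the mean of all tested compounds plus 3 SD, set per campaign, cut at about 25% in these data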;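 note: 0% = DMSO with enzyme and 100% = buffer with substrate but no TDP2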
Target sequence (O95551 whole entry, looked up): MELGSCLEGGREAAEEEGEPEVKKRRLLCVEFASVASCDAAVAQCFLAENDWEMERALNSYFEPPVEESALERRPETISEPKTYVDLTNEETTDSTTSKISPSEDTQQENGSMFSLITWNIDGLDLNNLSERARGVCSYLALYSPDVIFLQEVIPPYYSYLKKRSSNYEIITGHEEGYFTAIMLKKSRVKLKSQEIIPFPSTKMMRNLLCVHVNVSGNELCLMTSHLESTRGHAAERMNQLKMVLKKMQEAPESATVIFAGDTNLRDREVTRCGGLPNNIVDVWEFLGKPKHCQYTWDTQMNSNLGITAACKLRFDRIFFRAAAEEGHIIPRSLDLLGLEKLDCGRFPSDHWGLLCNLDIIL
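System: recombinant human TDP2 / Amount: 120 nM TDP2 per well / Also added: 5 mM T5PNP chromogenic substrate / Doses: 12.8 µM single point, 1% DMSO / Incubation: 2 h at 37 °C / Detection: p-Nitrophenol epi absorbance / Evaluation: % inhibition relative to enzyme-containing and enzyme-free wells / Repeats: singlicate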
Numbers without * were called inactive; / = no result given; & = joins results of further samples. This is a subset; the hit share may differ from the screen's.

Values run as follows: LEDGF integ inh	HTRA1 inh	PG9 Ab binder	mABHD4 FP	Rev-erbA mod	PRMT1 inh	TCR CD3 inh	SIAE inh	rCAG binder	TDP2 absorb
- Cc1ccc(S(=O)(=O)N(C)c2ccc(C(=O)N3CCC(C(N)=O)CC3)cc2)cc1
  -2	2	0.1	-1	1	0	7	-5	-4	-7
- Cc1cc2c(cc1S(=O)(=O)N1CCN(c3cccc(C)c3C)CC1)OCC(=O)N2
  -2	-13	0.6	3	1	-4	2	-1	6	0
- Cc1ccc(NC(=O)N2CCC(NC(=O)C(C)(C)C)CC2)cc1
  2	-7	1.2	9	-8	1	2	4	-5	4
- CCOC(=O)C1CCCN(C(=O)c2sc3nc(C)nc(N(CC)CC)c3c2C)C1 (configuration not stated)
  1	-7	-0.6	0	-1	2	9	1	-9	1
- COc1ncccc1-c1cnc2cccnn12
  -4	/	-0.6	4	-8	0	-6	3	-2	-4
- COc1ccc(NC(=O)c2ccc3c(=O)n(-c4ccc(OC)cc4OC)c(=S)[nH]c3c2)cc1
  2	-11	-1.3	-16	0	-5	-1	6	18	-4
- COc1cc(C(=O)Nc2ccc3c(c2)N(C(=O)CN2CCN(C)CC2)c2ccccc2CC3)cc(OC)c1OC
  6	11	-0.8	-1	3	-4	-4	1	-4	-11
- COc1ccc(OC)c(CCNC(=O)Cn2cccc2C(=O)c2ccccc2C)c1
  -9	-1	0.8	-1	4	5	-6	1	-9	-6
- CNC(=O)CSc1nnc(CCc2ccccc2)n1-c1ccccc1
  5	-5	1.3	0	-1	-3	5	-2	-8	19
- COC(=O)c1ccccc1Nc1cc(C)nc2nc(C)nn12
  0	-8	-1.5	1	3	-5	10	-8	-3	8
- Cc1ccccc1OCC(=O)NC(=S)Nc1ccc(N2CCOCC2)c(Cl)c1
  3	-1	-0.4	2	2	-1	8	6	0	10
- COCCCNC(=S)Nc1ccc(C)cc1[N+](=O)[O-]
  -3	3	-1.1	-4	0	4	-2	-2	0	2
- COc1ccc(-c2nnc(SCC(=O)c3cccs3)n2-c2ccc(Cl)cc2)cc1
  -1	-19	-1.5	3	5	-2	-1	-4	8	4
- COc1ccc(-c2nnn3c2C2c4cc(-c5cccc(F)c5)ccc4CCN2C(=O)C3)cc1 (configuration not stated)
  0	/	-0.3	-4	5	1	3	-7	6	0
- O=c1cc(Cl)[nH]c(=O)n1Cc1ccccc1
  -4	15	-0.8	2	2	1	-6	-3	1	1

Results in SIAE inh, TDP2 absorb and LEDGF integ inh, for some of the entries so far:
| smiles | SIAE inh | TDP2 absorb | LEDGF integ inh |
| --- | --- | --- | --- |
| Cc1cc2c(cc1S(=O)(=O)N1CCN(c3cccc(C)c3C)CC1)OCC(=O)N2 | -1 | 0 | -2 |
| O=c1cc(Cl)[nH]c(=O)n1Cc1ccccc1 | -3 | 1 | -4 |
| COc1ccc(OC)c(CCNC(=O)Cn2cccc2C(=O)c2ccccc2C)c1 | 1 | -6 | -9 |
| COc1cc(C(=O)Nc2ccc3c(c2)N(C(=O)CN2CCN(C)CC2)c2ccccc2CC3)cc(OC)c1OC | 1 | -11 | 6 |

Continued.
Values run as follows: LEDGF integ inh	HTRA1 inh	PG9 Ab binder	mABHD4 FP	Rev-erbA mod	PRMT1 inh	TCR CD3 inh	SIAE inh	rCAG binder	TDP2 absorb
- COc1ccccc1NC(=O)CN1C(=O)CSC(C)C1=O (configuration not stated)
  3	6	1.7	5	-2	-1	5	2	0	-3
- CCCC1CCC2(CC1)CCC2OC(=S)Nc1ccccc1C(F)(F)F (configuration not stated)
  6	/	/	-2	6	-3	/	4	/	-11
- CCc1c(C)sc(NC(=S)N2CC(C)OC(C)C2)c1C(=O)OC (configuration not stated)
  7	-4	-2.0	-4	8	-4	-1	3	-5	4
- Cc1ccc(S(=O)(=O)NCCC(=O)N2CCC(C)CC2)cc1
  8	-2	-1.2	-2	4	-5	-2	-3	0	-15
- COc1cccc(C2=NOC(C(=O)NC(C)(C)C)C2)c1 (configuration not stated)
  -3	4	0.8	7	3	1	2	-4	-4	-2
- COc1ccc(CCNC(=O)C2CCCN(c3ncnc4c3nc3n4CCCCC3)C2)c(OC)c1 (configuration not stated)
  0	-5	0.4	-3	-4	3	-8	6	-7	0
- CCOc1ccc(NC(=O)c2ccc3c(c2)CCN3S(C)(=O)=O)cc1
  -1	-1	-1.9	-3	-1	-1	-2	-4	-1	2
- CNc1nc(Cl)nc(Nc2ccccc2)n1
  -3	-4	-0.1	2	4	5	-3	-4	1	-2
- CCOC(=O)CSc1nc2sc(C(=O)O)c(C)c2c(=O)[nH]1
  1	-1	-0.9	2	1	1	8	-2	1	0
- Clc1cccc2sc(N3CCCCC3)nc12
  2	3	-0.6	6	1	1	3	1	-2	6
- Cc1cc(Cl)c2oc(C(=O)NC3CCC(O)CC3)c(C)c2c1 (configuration not stated)
  3	3	-0.7	-2	3	-1	2	-2	-5	-7
- COc1ccc(C(=O)COc2ccccc2C(=O)Nc2ccccc2)cc1
  0	-24	-1.5	5	-2	0	-1	-8	2	4
- O=C(OCC(=O)c1cccs1)c1ccc([N+](=O)[O-])o1
  4	-4	-2.4	-16	-7	-4	5	-17	2	-8
- COc1cc2cc(Oc3ccc4ccc(=O)oc4c3)c(=O)oc2cc1OC(=O)/C=C/c1ccccc1
  -2	2	0.0	-1	-3	-5	5	2	3	10
- Cc1cccc(NS(=O)(=O)c2cc(OCC(N)=O)c(C)cc2Cl)c1
  2	-5	1.1	-4	7	-4	4	0	0	13

In another format: entries from further up.
SMILES,LEDGF integ inh,HTRA1 inh,PG9 Ab binder,mABHD4 FP,Rev-erbA mod,PRMT1 inh,TCR CD3 inh,SIAE inh,rCAG binder,TDP2 absorb
COc1cccc(C2=NOC(C(=O)NC(C)(C)C)C2)c1 (configuration not stated),-3,4,0.8,7,3,1,2,-4,-4,-2
COc1ccc(CCNC(=O)C2CCCN(c3ncnc4c3nc3n4CCCCC3)C2)c(OC)c1 (configuration not stated),0,-5,0.4,-3,-4,3,-8,6,-7,0
CCOc1ccc(NC(=O)c2ccc3c(c2)CCN3S(C)(=O)=O)cc1,-1,-1,-1.9,-3,-1,-1,-2,-4,-1,2

New compounds follow
Values run as follows: LEDGF integ inh	HTRA1 inh	PG9 Ab binder	mABHD4 FP	Rev-erbA mod	PRMT1 inh	TCR CD3 inh	SIAE inh	rCAG binder	TDP2 absorb
- CCn1cc(/C=N/NC(=O)COc2cccc3cccnc23)c2ccccc21
  1	-1	1.4	2	1	1	-9	-7	5	-7
- COc1ccc(Cl)cc1NC(=O)C[n+]1cccc(C)c1
  -2	-2	1.6	5	-2	-1	2	11	4	-2
- O=[N+]([O-])c1ccn(-c2nc(-c3ccccc3)cc(C(F)(F)F)n2)n1
  5	7	0.8	-9	-5	-9	4	-6	-1	-15
- CN(C)c1ccc(N/C=C/C(=O)c2ccccc2)cc1
  15*	54*	-14	46*	12	22*	8	1	12	12
- Cc1ccsc1C(=O)N1CCN(C(=O)c2ccco2)CC1
  5	3	-0.5	5	2	0	4	6	0	-3
- CCC/C(O)=C1\C(=O)CC(C)(C)CC1=NCCO
  -1	0	0.4	-2	-2	-3	8	0	2	4
- COc1cc(/C=N/NC(=O)c2ccc(-n3cccc3)cc2)ccc1O
  -3	-5	-2.4	-9	1	0	-9	3	7	2
- Cc1ccc(NC(=O)c2nc3nccc(C)n3n2)cc1S(=O)(=O)N1CCCCC1
  -4	-19	0.5	2	9	0	3	-3	5	1
- COC(=O)C1(C(C[N+](=O)[O-])c2ccc(C)cc2)C(=O)NCC1c1ccco1 (configuration not stated)
  -2	/	0.2	4	4	2	-2	-6	-1	1
- O=C(O)CCC(=O)Nc1ccc(S(=O)(=O)Nc2nccs2)cc1
  3	1	-0.2	-7	2&2	-6	6	-5	5	-21
- COC(=O)COc1cccc2c(=O)n(CC(=O)Nc3ccc4c(c3)OCCO4)ccc12
  -1	-4	7.6	2	-5	-3	6	-15	1	2
- COc1ccccc1-c1nnn(CC#N)n1
  -1	2	0.1	5	-3	-4	0	-3	-2	3
- O=C(O)CCCNS(=O)(=O)c1cccs1
  0	-3	-0.1	6	-1	-2	-6	7	1	4
- COc1ccc(C2=NN3C(=O)c4c(ccc(OC)c4OC)C3C2)cc1 (configuration not stated)
  5	4	-0.2	0	-1	-1	1	0	-3	-3
- O=C(CN1C(=O)NC2(CCCC2)C1=O)Nc1ccc(F)c(F)c1F
  4	1	-2.7	4	-4	-1	7	1	0	9

(more compounds)
Values run as follows: LEDGF integ inh	HTRA1 inh	PG9 Ab binder	mABHD4 FP	Rev-erbA mod	PRMT1 inh	TCR CD3 inh	SIAE inh	rCAG binder	TDP2 absorb
- COc1cc(NC(=O)c2cccnc2SC)cc(OC)c1OC
  8	4	-2.6	-4	7	-3	3	-8	-1	-3
- Nc1ncnc2nc(Sc3ccc(Cl)cc3)[nH]c12
  1	6	-0.5	4	0	-1	3	-1	-1	1
- COC(C(=O)Nc1ccc(F)cc1F)c1ccccc1 (configuration not stated)
  0	3	-0.3	-8	-3	2	1	2	-2	6
- O=S(=O)(c1ccc(-c2nnco2)cc1)N1CCCCC1
  0	4	0.5	2	-7	-1	7	-1	-1	-11
- O=C(CCC1CC(=O)Nc2ccccc21)NCc1ccc(F)cc1 (configuration not stated)
  -2	-8	-1.0	0	-4	0	-3	0	4	-6
- CCCSC1=C(C#N)C(c2cc(OC)ccc2OC)CC(=O)N1 (configuration not stated)
  7	-1	-1.4	-2	1	3	-6	-3	0	0
- COc1ccc(C)cc1NC(=O)C1CC(=O)N(CCc2ccccc2)C1 (configuration not stated)
  -3	2	1.4	-3	0	-4	0	4	-4	9
- CS(=O)(=O)Nc1ccccc1C(=O)OCC(=O)N1CCC(c2ccccc2)=N1
  4	-15	-1.9	2	-6	0	2	-5	0	1
- COCCN(C(=O)c1ccc2c(c1)S(=O)(=O)N=C1CCCCCN12)c1c(N)n(CC(C)C)c(=O)[nH]c1=O
  -3	10	0.3	2	2	-2	7	0	2	0
- NS(=O)(=O)c1ccc(CCNC(=O)c2ccccc2F)cc1
  6	2	-2.2	3	-7	-1	-6	0	2	0
- CC(=O)CC[C@H]1CC[C@]2(CCCN(C(=O)c3ccco3)C2)O1
  -2	/	/	1	6	-3	/	-1	1	5

Source: PubChem BioAssay (several laboratories)
